ASK1 primary: ASK1 kinase inhibitors, primary screen, biochemical, AlphaScreen; actives 0.99% (n = 22,000); AlphaScreen MKK6 phosphorylation by ASK1, luminescence; inhibition, % at 7.44 µM; Mitogen-activated protein kinase kinase kinase 5 (Homo sapiens), Q99683; AID 1159602, 2016; in the data active means inhibition above about 35%;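 further: 0% = median of compound wells and 100% = no enzyme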
Target sequence (Q99683 whole entry, looked up): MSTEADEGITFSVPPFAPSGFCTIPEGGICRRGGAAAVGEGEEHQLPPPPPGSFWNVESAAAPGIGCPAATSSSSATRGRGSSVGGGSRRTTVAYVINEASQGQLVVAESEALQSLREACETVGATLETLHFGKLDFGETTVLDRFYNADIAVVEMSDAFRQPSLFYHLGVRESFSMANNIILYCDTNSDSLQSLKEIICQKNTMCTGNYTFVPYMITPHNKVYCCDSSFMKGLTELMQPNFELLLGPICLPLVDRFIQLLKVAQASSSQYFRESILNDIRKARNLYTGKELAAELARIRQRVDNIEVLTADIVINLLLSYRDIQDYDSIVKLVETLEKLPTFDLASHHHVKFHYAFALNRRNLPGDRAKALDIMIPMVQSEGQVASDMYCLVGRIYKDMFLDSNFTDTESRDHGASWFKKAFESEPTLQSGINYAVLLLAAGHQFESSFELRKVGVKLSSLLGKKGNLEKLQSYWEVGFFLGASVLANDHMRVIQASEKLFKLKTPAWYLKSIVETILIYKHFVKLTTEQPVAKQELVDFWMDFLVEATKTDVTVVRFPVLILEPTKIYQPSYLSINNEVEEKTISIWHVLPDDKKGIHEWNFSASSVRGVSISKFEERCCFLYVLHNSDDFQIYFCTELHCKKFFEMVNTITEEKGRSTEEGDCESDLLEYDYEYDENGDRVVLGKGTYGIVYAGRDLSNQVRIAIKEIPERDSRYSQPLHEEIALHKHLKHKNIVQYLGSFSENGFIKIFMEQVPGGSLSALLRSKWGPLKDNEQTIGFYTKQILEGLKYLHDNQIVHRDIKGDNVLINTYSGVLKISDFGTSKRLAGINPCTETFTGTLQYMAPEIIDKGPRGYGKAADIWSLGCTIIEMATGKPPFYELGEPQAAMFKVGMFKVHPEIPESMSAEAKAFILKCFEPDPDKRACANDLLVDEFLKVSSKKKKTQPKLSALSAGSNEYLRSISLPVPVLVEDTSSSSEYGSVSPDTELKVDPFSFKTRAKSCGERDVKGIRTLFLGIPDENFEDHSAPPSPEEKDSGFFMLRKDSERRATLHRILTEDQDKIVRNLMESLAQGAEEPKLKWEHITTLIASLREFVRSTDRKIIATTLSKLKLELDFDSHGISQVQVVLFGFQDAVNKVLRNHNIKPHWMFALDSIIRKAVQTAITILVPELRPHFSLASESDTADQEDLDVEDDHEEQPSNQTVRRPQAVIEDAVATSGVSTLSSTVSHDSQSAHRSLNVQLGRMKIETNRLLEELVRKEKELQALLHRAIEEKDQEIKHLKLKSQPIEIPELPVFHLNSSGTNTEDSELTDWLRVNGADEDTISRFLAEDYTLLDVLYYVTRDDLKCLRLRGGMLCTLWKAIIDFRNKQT
ULK1 inh: ULK1 kinase inhibitors, primary screen, biochemical, AlphaScreen; Serine/threonine-protein kinase ULK1 (Homo sapiens), O75385; AlphaScreen Atg13 phosphorylation by ULK1, luminescence; inhibition, % at 5.96 µM; actives 1.9% (n = 30,000); AID 1259251, 2017; in the data active means inhibition above about 43%;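 further: 0% = median of compound wells and 100% = no enzyme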
* marks the source's active call; other numbers are inactive results; · = not tested or not shown.

canonical_smiles | ASK1 primary | ULK1 inh
O=C(Nc1ccc2[nH]ncc2c1)N1CCN(C(=O)C(O)c2ccc(Br)cc2F)CC1 (stereo unspecified) | -1.4 | 6.8
Cc1ccc(-n2nc(C(C)(C)C)cc2NC(=O)NCc2ccc(Cl)cc2)cc1 | -1.2 | -34.8
FC(F)(F)c1ccc(Cn2cnc3c(NCCN4CCOCC4)nc(Nc4ccc5ncccc5c4)nc32)cc1 | -14.2 | -18.9
CC(=O)c1cccc(-c2cc(NCCc3ccc(O)cc3)ncn2)c1 | -3.4 | -20.7
FC(F)(F)c1ccc(Cn2cnc3c(NCc4ccccc4)nc(Nc4cnccn4)nc32)cc1 | 10.8 | 0.3
CCCNc1ncnc2c1nc(N1CCc3ccccc3C1)n2C(C)C | 2.6 | -10.4
NC(=O)c1ccc(-c2nc(NCCN3CCOCC3)c3ncn(C4CCCCC4)c3n2)cc1 | 4.7 | -2.7
COc1ccc(C(=O)Nc2cccc(C)c2N2CCC3(CC2)OCCO3)o1 | -1.9 | -2.7
COc1ccc(CCNc2ncnc3c2nc(N2CCOCC2)n3C(C)C)cc1 | -15.6 | -26.4
NC(=O)c1ccc(Nc2cc(-c3ccccc3)ccn2)cc1 | 19.1 | -15.3
COc1cccc(CCNC(=O)c2cn3cc(-c4ccnc(N)n4)ccc3n2)c1 | -1.5 | -7.1
CCc1c(C)nc(-n2nc(C)cc2C)n(CC(N)=O)c1=O | · | 10.7
COc1ccc(C(=O)Nc2nc3c(s2)CN(Cc2ccccc2)CC3)cc1OC | · | -11.3
Cc1cc(Nc2ccc(N3CCOCC3)cc2)nc(NC2CCN(Cc3ccccc3)CC2)n1 | 5.3 | 9.8
CC(C)CC1C(=O)Nc2cc(S(C)(=O)=O)ccc2N1C(=O)Cc1ccccc1 (stereo unspecified) | · | 0.0
CC(=O)Nc1ccc(NC(=O)c2cnc(-c3ccc(C(=O)NC4CC4)cc3)s2)cc1 | -5.1 | -0.5
CC(C)N(CCNC(=O)c1cnc(N2CCN(Cc3ccc4c(c3)OCO4)CC2)s1)C(C)C | -10.7 | -4.9
CC(C)n1c(N2CCN(c3ccccn3)CC2)nc2c(NC3CC3)ncnc21 | 4.4 | -33.6
COc1ccc(NCN2C(=O)CSC2=O)c(OC)c1 | · | -6.2
Cc1ccccc1-n1ncc2c(N3CCCCC3)ncnc21 | · | -1.2
COc1cc(Nc2nccc(NCCN(C(C)C)C(C)C)n2)cc(OC)c1OC | -2.9 | 6.6
Cc1ncn(-c2ccc(Nc3ncc4cccc(-c5cccnc5)c4n3)cc2)n1 | 9.2 | 10.0
CC(=O)c1cccc(-c2nc(NCCN(C(C)C)C(C)C)c3[nH]cnc3n2)c1 | -20.0 | -2.5
COc1cc(/C=C2/C(=O)NN(c3ccccc3)C2=O)cc(Br)c1O | · | -7.3
O=C(NCCN1CCOCC1)c1cccc(-n2ncc3cc(Nc4ccccc4OC(F)F)ccc32)c1 | 0.0 | -18.2
CC(C)N(CCNc1ccnc(-c2ccc(C(=O)NC3CC3)cc2)n1)C(C)C | -21.5 | -0.6
c1ccc(-n2cnc3c(NCc4cccnc4)nc(NCc4cccnc4)nc32)cc1 | -0.5 | 4.6
O=C(NCc1cccnc1)c1cccc(-c2ccc(N3CCOCC3)nc2)c1 | -9.2 | 31.9
Nc1nc(Cl)nc2c1ncn2Cc1ccc(C(F)(F)F)cc1 | -9.3 | 4.3
Cc1ccc(C(=O)CCN2CCCCC2)cc1 | · | 9.9
COc1cc2nc(-c3c(C)nn(C)c3C)nc(Nc3ccc(N4CCOCC4)cc3)c2cc1OC | 11.1 | -10.2
Cc1noc(C)c1-c1nccc(Nc2ccc(Oc3ccccc3)cc2)n1 | 5.2 | -11.7
CCOc1ccccc1-c1cc(=O)c2ccc(NC(=O)c3ccc(F)cc3)cc2o1 | · | -5.0
O=C1CCCN1CCCNc1nc(Nc2ccc(N3CCOCC3)cc2)c2ncn(CCN3CCCC3=O)c2n1 | 8.2 | 2.7
COc1ccc2c(c1)CC(C(=O)Nc1ccc(-c3cn[nH]c3)cc1C(=O)N(C)C)CO2 (stereo unspecified) | -4.9 | 6.0
O=C(NC1CCN(Cc2ccccc2)CC1)c1csc(Nc2nccc3ccccc23)n1 | -9.3 | -3.7
COc1ccc2c(c1)CC(c1nc3c(OCCN(C)C)cc(-c4cn[nH]c4C)cc3s1)CO2 (stereo unspecified) | 31.3 | -39.8
CC1=NN(c2ccccc2C(=O)O)C(=O)C1N=Nc1ccccc1 (stereo unspecified) | · | -4.7
COc1ccccc1NC(=O)C1=C(C)NC(SC)=C(C#N)C1c1ccc(C)o1 (stereo unspecified) | · | -16.1
O=C(NCCO)C1CCN(c2ccc(N3CCC(N4CCOCC4)CC3)nn2)CC1 | 11.9 | 4.7
CC1CN(c2[nH]c(=O)n(C)c(=O)c2Cc2ccc(F)cc2Cl)CC(C)O1 (stereo unspecified) | · | 1.0
Cc1ncn(-c2ccc(Nc3nccc(NCC(N)=O)n3)cc2)n1 | -7.0 | 4.9
O=C(Nc1ccc2[nH]ncc2c1)c1ccc(OCC(O)c2ccc(Br)cc2)cc1 (stereo unspecified) | -1.6 | -29.2
NC(=O)c1ccc(-c2nc(C(=O)NCCCN3CCCC3=O)cs2)cc1 | -2.3 | -8.2
N#Cc1ccc(Nc2nccc(-c3cncc(N4CCOCC4)c3)n2)cc1 | 24.4 | 1.4
Cc1cnc(Nc2nccc3ccccc23)nc1NCCc1ccc(O)cc1 | -17.7 | 3.7
O=C(NC1CCN(Cc2ccccc2)CC1)c1cnc(Nc2ccc(-n3ccnc3)cc2)s1 | 8.1 | 3.7
Cc1cccc(CC(=O)Nc2cnn(-c3ccc(C(=O)Nc4cccc(C(N)=O)c4)cc3)c2)c1 | 14.1 | -0.2
COc1cc2nc(-c3cccc(N)c3)nc(NCc3cccnc3)c2cc1OC | 3.4 | 6.2
Cc1ccc(-c2cncc(-c3cc(NCCC#N)nc(C)n3)c2)cc1 | · | 7.1
O=S(=O)(NCCc1csc(-c2cccc(F)c2)n1)c1ccccc1Cl | · | -7.5
NCC(=O)N1CC(C(=O)Nc2nc3ccc(-c4cn[nH]c4)cc3s2)C(c2ccccc2)C1 (stereo unspecified) | -2.2 | -25.1
N[C@@H](Cc1ccc(-c2cn[nH]c2)cc1)C(=O)NCc1ccccc1 | -23.7 | -8.2
CCNc1nc(Nc2ccc3c(c2)OCO3)c2cc(OC)c(OC)cc2n1 | 12.7 | -0.8
CCCN1CCN(c2c(Cl)cccc2NC(=O)Nc2ccccc2)CC1 | 3.9 | 1.7
c1cnn(Cc2ccc(Nc3nccc(-c4cncc(N5CCOCC5)c4)n3)cc2)c1 | -4.2 | 30.0
CCOc1ccc(CNCc2ccccc2)cc1 | · | 10.1
CN(C)C(=S)SC(=S)N(C)C | · | -12.4
CCN(CC)C(=O)C1CCCN(c2nccc(NCCN(C(C)C)C(C)C)n2)C1 (stereo unspecified) | -6.1 | -8.6
CC(C)N(CCNc1nc(NCc2ccc3c(c2)OCO3)nc2c1ncn2C1CCCCC1)C(C)C | -9.2 | -6.0

(cont.)
canonical_smiles | ASK1 primary | ULK1 inh
CN(C)C(=O)c1cc(-c2cn[nH]c2)ccc1NC(=O)[C@H](N)c1ccc(F)cc1 | 8.4 | 12.8
CCNc1cccc(C(=O)NCc2cccc(C(F)(F)F)c2)n1 | -2.2 | -9.3
CN(C)c1cccc(Nc2nc(NCc3cccc(C(F)(F)F)c3)c3ncn(-c4ccsc4)c3n2)c1 | 14.5 | 15.3
CCOc1ccc(CC(=O)NCCS(=O)(=O)N2CCN(c3ccccc3F)CC2)cc1 | · | 3.1
COc1cc2c(cc(C(=O)O)n2C)c(OC)c1OC | · | -13.5
COc1ccc(-c2nc(NCCO)c3ncn(C(C)C)c3n2)cc1 | -8.3 | 10.3
Nc1cccc(-c2nc(Nc3ccccc3)c3ncn(-c4ccccc4)c3n2)c1 | 18.3 | -8.2
O=C(Cc1ccc(Br)cc1)N1CCC(c2nc3ccncc3c(=O)[nH]2)C1 (stereo unspecified) | 6.3 | 33.3
Cc1cncc2cccc(N3CCN(C(=O)C(N)c4cccc(Br)c4)CC3)c12 (stereo unspecified) | -6.7 | 3.2
c1ccc(OCCNc2nc(NCc3cccnc3)nc3c2ncn3-c2ccsc2)cc1 | 5.3 | -14.1
Nc1nc(N2CCN(c3ccccn3)CC2)nc2c1ncn2Cc1ccc(C(F)(F)F)cc1 | 9.0 | -29.5
O=C(c1cccc(-n2ncc3cc(Nc4ccccc4Cl)ccc32)c1)N1CCC(O)CC1 | 12.7 | -49.4
CCCNC(=O)c1ccnc(Nc2ccncn2)c1 | -3.2 | -0.4
Cn1cc(C(=O)NCc2ccccc2Cl)c2[nH]c(=O)n(Cc3ccccc3)c(=O)c21 | · | 6.6
CCN(CC)c1nc(Nc2ccccc2)nc(Nc2ccncn2)n1 | -1.3 | -5.4

Exported as labelled records: 4 of the compounds above.
> COc1ccc(-c2nc(NCCO)c3ncn(C(C)C)c3n2)cc1
  ASK1 primary: -8.3 | ULK1 inh: 10.3

> Nc1cccc(-c2nc(Nc3ccccc3)c3ncn(-c4ccccc4)c3n2)c1
  ASK1 primary: 18.3 | ULK1 inh: -8.2

> O=C(Cc1ccc(Br)cc1)N1CCC(c2nc3ccncc3c(=O)[nH]2)C1 (stereo unspecified)
  ASK1 primary: 6.3 | ULK1 inh: 33.3

> Cc1cncc2cccc(N3CCN(C(=O)C(N)c4cccc(Br)c4)CC3)c12 (stereo unspecified)
  ASK1 primary: -6.7 | ULK1 inh: 3.2

Further records:
canonical_smiles | ASK1 primary | ULK1 inh
COc1ccc(-c2nc(NCc3ccccc3)c3ncn(C(C)C)c3n2)cn1 | 5.9 | -4.1
O=C1CCCN1CCCNc1nc(NC2CCN(Cc3ccccc3)CC2)c2[nH]cnc2n1 | 13.9 | 0.0
Nc1cccc(-c2nc(NC3CCN(Cc4ccccc4)CC3)c3ncn(-c4ccccc4)c3n2)c1 | 10.2 | 1.4
O=C(NCc1nc(-c2ccncc2)n[nH]1)c1ccc(-c2ccccc2)s1 | 2.6 | -12.0
COc1cc(Nc2nc3c(NCCOc4ccccc4)ncnc3n2C(C)C)cc(OC)c1OC | -0.1 | -28.4
CS(=O)(=O)c1ccc2c(c1)nc(C(F)(F)F)n2C1CCNCC1 | · | -0.7
CN(C)CCOc1cc(-c2cn[nH]c2)ccc1NC(=O)C1COc2ccccc2O1 (stereo unspecified) | -29.8 | -5.9
Cn1c(Nc2nc3ccc(C(=O)NCc4cccc(C(F)(F)F)c4)cc3s2)nc2ccccc21 | -11.7 | 5.5
CC(C)N(CCNc1nc(Nc2cnccn2)nc2nc[nH]c12)C(C)C | -1.3 | 1.5
COc1cccc2c1cc(C(=O)O)n2C | · | -0.8
c1ccc(-c2nc(NCC3CCCO3)c3[nH]cnc3n2)cc1 (stereo unspecified) | 14.5 | 7.4
O=C(NCCCN1CCCC1=O)c1cc(N2CCc3ccccc3C2)nc2ccccc12 | -16.6 | 5.7
FC(F)(F)c1cccc(CNc2ncnc3nc(N4CCC(N5CCOCC5)CC4)[nH]c23)c1 | -8.6 | 6.5
CCCNC(=O)c1ccc2nc(NCc3cccnc3)sc2c1 | -5.8 | 5.5
Nc1nc(Nc2ccccc2)cc(Nc2ccncc2)n1 | 24.2 | -0.5

Whole records, quoted from the list. Order of values: ASK1 primary	ULK1 inh
Shown for `Nc1cccc(-c2nc(NC3CCN(Cc4ccccc4)CC3)c3ncn(-c4ccccc4)c3n2)c1` : 10.2	1.4
Shown for `COc1ccc(-c2nc(NCc3ccccc3)c3ncn(C(C)C)c3n2)cn1` : 5.9	-4.1

(more compounds)
canonical_smiles | ASK1 primary | ULK1 inh
COc1cc(NC(=O)c2cnc(-c3c(C)nn(C)c3C)s2)cc(OC)c1OC | 8.8 | -6.2
O=C(NCc1ccccc1)c1cccc(N2CCc3ccccc3C2)n1 | -21.2 | 1.1
Nc1cccc(-c2nc(NCCCN3CCCC3=O)c3ncn(-c4ccsc4)c3n2)c1 | 18.6 | -33.5
CC1(C)S[C@@H]2[C@H](NC(=O)[C@H](N)c3ccccc3)C(=O)N2[C@H]1C(=O)OC1OC(=O)c2ccccc21 (stereo partly specified) | · | 6.9
CC(C)(C#N)c1cc(Cn2cncn2)cc(C(C)(C)C#N)c1 | · | -2.5
CC(C)S(=O)(=O)Nc1ccc(-c2ccnc(Nc3ccc(S(N)(=O)=O)cc3)n2)cc1 | -8.6 | 50.3*
CC(C)n1c(NCCCN2CCCC2=O)nc2c(Nc3ccc(N4CCOCC4)cc3)ncnc21 | 6.0 | 11.8
COCCOc1ccc2c(c1)CC(c1nc3ccc(-c4ccnc(N)n4)cc3o1)CO2 (stereo unspecified) | 7.8 | -7.0
O=C1CCC(=O)N1CC(O)CCOc1ccc(OCCC(O)CN2C(=O)CCC2=O)cc1 (stereo unspecified) | · | -9.0
COc1ccc(CCNc2nc(Cl)ncc2C)cc1 | -15.7 | -7.3
Cc1cnc(-c2ccc(N3CCOCC3)nc2)nc1NCCN1CCOCC1 | -0.1 | 2.7
OC(CNCC(O)C1CCc2cc(F)ccc2O1)C1CCc2cc(F)ccc2O1 (stereo unspecified) | · | -24.9
O=C(NCc1ccccc1)c1ccc2cnc(Nc3ccc(-n4cnc(N5CCOCC5)n4)cc3)nc2c1 | 8.5 | 36.8
CC(=O)N1CCc2nc3cccc(C)n3c(=O)c2C1 | · | 4.9
CN1CCN(C(=O)c2ccc(-c3nc4ncnc(NCCN5CCOCC5)c4[nH]3)cc2)CC1 | 0.6 | -8.5
CCCNC(=O)c1ccc(-c2ccc(N3CCN(C)CC3)cc2)s1 | -13.5 | 3.2
COc1cc2nc(Nc3ccc(N4CCOCC4)cc3)nc(Nc3ccc(N4CCOCC4)cc3)c2cc1OC | 63.9* | -9.6

Screens: PubChem BioAssay, The Scripps Research Institute Molecular Screening Center
